HTR1A agonist = 5-HT1a (human) receptor agonism. activation, % at 10 µM. 65,000 compounds, 0.56% hits. CHO 5-HT1a Ga15 NFAT-bla reporter, FRET ratio; 0% basal, 100% maximal reference agonist;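 active = activation above the screen-wide mean activation plus 3 SD, cut at about 19% in these data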;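 note: 0% = DMSO wells and 100% = 5-CT at EC100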
Target sequence (P08908 whole entry, looked up): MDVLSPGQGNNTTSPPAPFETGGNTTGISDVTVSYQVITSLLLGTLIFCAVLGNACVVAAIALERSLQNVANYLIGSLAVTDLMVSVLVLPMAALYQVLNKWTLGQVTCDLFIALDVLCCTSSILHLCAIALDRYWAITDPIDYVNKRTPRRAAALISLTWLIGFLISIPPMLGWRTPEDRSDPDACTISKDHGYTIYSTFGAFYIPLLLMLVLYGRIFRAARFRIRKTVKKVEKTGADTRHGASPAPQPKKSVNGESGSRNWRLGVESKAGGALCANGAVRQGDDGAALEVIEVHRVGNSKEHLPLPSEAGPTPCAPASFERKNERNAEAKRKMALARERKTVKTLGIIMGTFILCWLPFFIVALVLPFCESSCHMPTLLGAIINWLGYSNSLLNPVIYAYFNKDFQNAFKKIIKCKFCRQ
5-HT1A blocker = antagonists of human 5-HT1a serotonin receptor; P08908; CHO 5-HT1a Ga15 NFAT-bla reporter, antagonist mode; inhibition, % at 10 µM; 62,000 compounds, 0.68% hits;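 active = inhibition above the mean of all tested compounds plus 3 SD, cut at about 43% in these data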;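 note: receptor stimulated by 5-CT agonist at 100 nM near EC80; beta-lactamase reporter measured by ratiometric fluorescence of a cleavable substrate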
5HT1E ag = activates the human 5-HT1E serotonin receptor | activation, % at 6 µM | AID 574 | P28566 | CHO 5-HT1E Ga15 NFAT-bla reporter, FRET; 0% DMSO wells, 100% control agonist wells | 65,000 compounds, 0.69% hits;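 active = activation above a set limit, the screen-wide mean activation plus 3 SD, cut at about 8.5% in these data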;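 note: 100% = positive control agonist at 1 µM giving full maximal response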
Target sequence (P28566 whole entry, looked up): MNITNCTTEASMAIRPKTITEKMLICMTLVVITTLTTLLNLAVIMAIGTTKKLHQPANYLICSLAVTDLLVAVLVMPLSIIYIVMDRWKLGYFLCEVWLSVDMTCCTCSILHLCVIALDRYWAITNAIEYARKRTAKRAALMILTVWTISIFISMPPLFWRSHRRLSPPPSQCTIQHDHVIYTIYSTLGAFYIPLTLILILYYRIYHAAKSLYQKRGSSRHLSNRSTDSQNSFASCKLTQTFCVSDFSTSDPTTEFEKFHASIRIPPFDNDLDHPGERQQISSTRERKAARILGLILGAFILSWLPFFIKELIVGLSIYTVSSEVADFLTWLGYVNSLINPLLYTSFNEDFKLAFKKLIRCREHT
S1P3 ag = S1P3 (human) receptor agonism | activation, % at 4.5 µM | 60,000 compounds, 0.1% hits | S1P3 NFAT-BLA reporter cells, FRET ratio; relative to 1 µM S1P, basal subtracted;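 active = activation above the screen-wide mean plus 3 SD, cut at about 4.5% in these data, passing the limit was not always enough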; note: some compounds called inactive have numbers as strong as hits
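Assay system: CHO cells stably expressing human S1P3, Gα16 and NFAT-β-lactamase reporter. Timing: overnight plating, 4 h compound 37 °C, 2 h substrate RT. Signal: β-lactamase FRET emission ratio 460/535 nm. Measure: percent activation versus median 1 µM S1P response, basal-subtracted, per plate. Repeats: primary screen single test, confirmation screen in triplicate.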
HEK293 NFkB inh = inhibitors of the PMA/ionomycin-induced NF-kB reporter in HEK293 cells | HEK-293 NF-kB luciferase reporter, luminescence | inhibition, % at 3 µM | 62,000 compounds, 0.21% hits | AID 465;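 active = inhibition above the mean of all tested compounds plus 3 SD, cut at about 40% in these data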;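 note: 0% = stimulated DMSO wells and 100% = 10 µM reference inhibitor 5653914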
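Reagent: PMA plus ionomycin mix as NF-kB-activating stimulus. Assay system: NF-kB luciferase reporter HEK-293 cells. Technique: luminescence from luciferase substrate reagent. Incubation: 1 h compound pre-incubation, 16 h PMA/ionomycin at 37 °C. Benchmarks: DMSO only as uninhibited control, 10 µM reference inhibitor as full inhibition. Repeats: tested once.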
5HT1E antag = blocks the human 5-HT1E serotonin receptor; 65,000 compounds, 0.99% hits; P28566; AID 571; CHO 5-HT1E Ga15 NFAT-bla reporter, FRET, antagonist; inhibition, % at 6 µM;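 active = inhibition above a set limit, the mean inhibition across every tested compound plus 3 SD, cut at about 29% in these data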;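 note: signal is the 460 over 535 nm emission ratio of beta-lactamase substrate; 0% = agonist plus DMSO wells and 100% = wells without agonist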
S1P1 ag pot = S1P1 (human) agonism or agonism potentiation; P21453; S1P1 CRE-bla cells, forskolin, beta-lactamase FRET, potentiator mode; S1P1 agonist co-added at EC20, 2 nM; 100% = saturating reference agonist, 0% = basal; activation, % at 9.5 µM; 56,000 compounds, 0.57% hits;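 active = activation above a cutoff set at the mean activation of all tested compounds plus 3 SD, cut at about 54% in these data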;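 note: forskolin at 4 µM as EC80 and the EC20 agonist is SEW2871; 100% = SEW2871 at its EC100 plus forskolin at EC80; some compounds past the cut are filed as inactive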
D1 mod = allosteric modulators of human D1 dopamine receptor; AID 641; 58,000 compounds, 5.9% hits; P21728; HEK293 D1, CRE-luciferase, dopamine EC30 potentiation; actives deviate in either direction; B-score at 10 µM;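 active = luminescence count or its row- and column-corrected plate score outside the 99.7% band of the plate's sample wells, on either side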
Jurkat tox 60K = cytotoxicity toward Jurkat cells; Jurkat E6.1 viability, ATP luminescence, 48 h; inhibition, % at 4 µM; 56,000 compounds, 1.2% hits;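 active = inhibition above the mean inhibition of all tested compounds plus 3 SD, cut at about 28% in these data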
* = called active by the depositor; / = no result given.

SMILES	HTR1A agonist	5-HT1A blocker	5HT1E ag	S1P3 ag	HEK293 NFkB inh	5HT1E antag	S1P1 ag pot	D1 mod	Jurkat tox 60K
CCOC(=O)C1CCCN(c2ccc(NC(=O)c3snc4c(=O)[nH]cnc34)cc2)C1 (stereo not drawn)	0.6	-14	0.5	0.8	1	0	-12	-0.41	2
O=C(NCc1cccnc1)c1ccccn1	-1.0	0	-0.1	-0.5	2	0	/	-0.78	2
COc1cc(C(=O)NCc2ccc3c(c2)OCO3)ccc1OCc1c(C)noc1C	0.2	14	-0.6	/	13	-2	/	-0.79	/
CN(C)c1ccc(N/C=C/C(=O)c2ccccc2)cc1	-3.2	14	-0.2	-1.6	-28	11	/	-4.4*	0
Cc1cc(C)n(C(=O)CNC(=O)c2cccs2)n1	-0.4	/	0.4	1.9	/	-3	-17	/	/
O=C(CN1CCOCC1)N1CCCc2c1c(=O)oc1ccc(OCc3ccccc3)cc21	1.2	-1	-0.5	-1.0	16	6	8	0.074	11
Cc1ccc(-c2nc3cc(NC(=O)C(C)C)ccc3o2)cc1C	-1.0	11	0.6	-0.6	-64	-1	/	-3*	2
COc1ccc(C2CC(=O)c3cnc(NC(=O)c4ccccc4)nc3C2)c(OC)c1 (stereo not drawn)	0.1	23	-0.4	-1.5	-5	17	8	0.9	6
O=C1CC(NCc2ccncc2)C(=O)N1c1ccc(Cl)cc1 (stereo not drawn)	2.2	/	-0.1	-1.0	/	-22	5	0.0079	/
CN(C)C(=O)Cn1c(=O)n(C)c2ccccc21	-1.4	0	0.2	-1.0	4	-10	1	0.0099	4
CCCCCOC(=O)c1[nH]c2c(c1C)C(=O)C(C(=O)OC)C(C)C2 (stereo not drawn)	-4.0	26	2.1	/	21	1	/	/	/
Cc1ccccc1Cn1c(-c2cncs2)nc2ccccc21	0.1	28	-0.5	-0.2	19	16	-14	14*	1
N#CCSc1nnc(-c2cccnc2)n1-c1ccccc1	-2.2	-3	0.0	0.5	7	-7	-20	0.058	-2
COc1ccc(CCNC(=O)c2c(O)c3cccc4c3n(c2=O)CC4)cc1	0.5	3	-0.4	-0.5	11	2	-6	-0.99	-7
COc1cc2c(cc1OC)C(c1ccco1)CC(=O)N2 (stereo not drawn)	1.0	0	0.6	0.6	10	9	-37	1.9	-3
CCOC(=O)N1CCN(C(=O)CSCc2nc(-c3ccccc3C)oc2C)CC1	2.1	-2	0.1	-0.2	-2	5	-4	-0.12	3
Cc1cc(O)c(-c2cc(C(=O)Nc3ccc(S(=O)(=O)N4CCOCC4)cc3)[nH]n2)cc1C	4.7	20	1.1	-0.2	-8	-1	9	0.46	14
O=C(O)C1C2C=CC(C2)C1C(=O)NCCCn1ccnc1 (stereo not drawn)	-1.6	-5	-0.1	0.1	10	0	-22	-0.6	-2
C=CCc1c(C)[nH]c2ccc(C)cc2c1=O	0.3	-12	0.4	-0.5	6	-8	/	-0.59	-2
CCOc1ccccc1NC(=O)c1cc(S(=O)(=O)N2CCC3(CC2)OCCO3)ccc1F	-1.9	3	-0.6	/	18	10	/	1	/
CN(Cc1ccccc1)C(=O)CCNS(=O)(=O)c1ccc2c(c1)oc(=O)n2C	-4.7	0	0.9	-0.3	18	-11	0	/	-3
O=C1CCC(=O)N1CN(Cc1ccco1)CN1C(=O)CCC1=O	-0.8	/	-0.3	-0.7	/	9	-22	/	/
O=C(Cc1nn[nH]n1)NCCC1=CCCCC1	-0.3	0	-1.0	-0.7	4	-4	-14	0.055	-6
CCOC(=O)c1cccnc1SCC(=O)NC(C)CC (stereo not drawn)	-1.8	-3	-0.4	0.6	-2	0	16	0.33	11
CC(C)(O)P(C)(=O)c1ccccc1 (stereo not drawn)	-1.4	-5	0.0	0.0	12	-1	-8	-0.39	-1

Molecules shown so far with a halogen (two):
SMILES	HTR1A agonist	5-HT1A blocker	5HT1E ag	S1P3 ag	HEK293 NFkB inh	5HT1E antag	S1P1 ag pot	D1 mod	Jurkat tox 60K
O=C1CC(NCc2ccncc2)C(=O)N1c1ccc(Cl)cc1 (stereo not drawn)	2.2	/	-0.1	-1.0	/	-22	5	0.0079	/
CCOc1ccccc1NC(=O)c1cc(S(=O)(=O)N2CCC3(CC2)OCCO3)ccc1F	-1.9	3	-0.6	/	18	10	/	1	/

Carrying on:
SMILES	HTR1A agonist	5-HT1A blocker	5HT1E ag	S1P3 ag	HEK293 NFkB inh	5HT1E antag	S1P1 ag pot	D1 mod	Jurkat tox 60K
CCOc1ccc2[nH]c(=O)c(CN(Cc3nnnn3Cc3ccccc3)CC3CCCO3)cc2c1 (stereo not drawn)	1.5	-21	1.4	0.6	12	-12	1	-0.31	-1
CCN(CC)C(=O)CSC1=C(C#N)C(c2cccs2)C=C(C)N1 (stereo not drawn)	-0.7	/	-0.2	-4.8	/	8	-10	3.2	/
CC(=O)C1C(c2ccc(OC(F)F)cc2)NC(=O)NC1(O)C(F)(F)F (stereo not drawn)	-5.7	8	0.4	-1.6	6	-9	4	-0.43	-1
CC1(C)CC(=O)C2=C(C1)OC(N)=C(C#N)[C@@]21C(=O)N(CC(N)=O)c2ccccc21	2.5	/	-1.2	-4.0	/	1	14	-0.13	/
CC(=O)NC(Cc1ccccc1)C(=O)NC1CCN(C(=O)NC2CCCCC2)CC1 (stereo not drawn)	-1.3	5	0.7	-0.3	-6	1	3	0.53	1
CCCC(c1nnnn1Cc1ccccc1)N1CCC(C(N)=O)CC1 (stereo not drawn)	-2.6	13	0.9	-0.7	3	0	-12	-0.23	-3
c1ccc(-c2nnc3ccc(N4CCC5(CC4)OCCO5)nn23)cc1	-2.7	-10	0.1	-0.5	8	8	-25	21*	4
O=C1NC2c3ccccc3C(=O)N2c2c1cnn2-c1ccccc1 (stereo not drawn)	1.4	/	-0.5	-1.8	/	-1	-18	-0.26	/
COCCn1c(-c2ccc(Cl)cc2)cnc1SCC(=O)NCc1cccs1	-2.4	38	-0.8	0.3	10	-8	-1	-0.36	8
O=C(CSc1oc(-c2ccc(F)cc2)nc1S(=O)(=O)c1ccccc1)NCC1CCCO1 (stereo not drawn)	-2.9	-6	-0.1	/	17	8	/	0.072	/
CCOc1ccc(-n2nnc3c(=O)n(CC(=O)c4ccccc4)cnc32)cc1	-1.2	-8	0.1	-0.1	4	1	-6	-0.16	1
CCCCCOC(=O)Nc1nnc(CCC)s1	-2.9	-17	-0.2	0.0	12	-7	-34	2.4	-4
CNc1oc(-c2ccc(Cl)cc2)nc1C#N	-3.5	/	0.1	-3.4	/	8	-3	2	/
COc1ccccc1CNC(=O)COc1ccccc1OC	-0.2	-1	0.3	-0.3	2	-4	/	-0.034	-5
COc1ccc(CCNC(=O)CN(C)S(=O)(=O)c2cccs2)cc1OC	1.8	-6	-0.2	/	18	6	/	1.5	/
S=c1[nH]nc(-c2ccc3ccccc3n2)o1	-0.4	-8	0.5	/	14	9	/	-1.1	/
CC(C)OCCCNC(=O)CN1CCN(Cc2ccccc2Cl)C1=O	1.3	-5	0.8	/	3	-7	/	-0.44	/
COc1ccccc1N1CCN(C(=O)c2cc(-c3cccs3)on2)CC1	-2.2	-6	-0.1	-0.5	3	6	-33	-0.055	-3
O=C(Nc1ccccc1)c1cccc(N2C(=O)CCC2=O)c1	0.2	5	-0.7	-0.7	9	-4	/	/	-2
Clc1cccc(Cl)c1Cn1nnc(-c2cccs2)n1	1.6	-4	-0.1	1.9	-13	-1	19	/	-5
O=C(NC1CCCC1)c1cccc(S(=O)(=O)N2CCCCC2)c1	-1.8	21	-0.9	-1.5	16	7	13	0.48	4
O=C(CSc1n[nH]c(-c2ccccc2Br)n1)NC(=O)NCc1ccco1	-0.7	-4	-0.5	-1.1	7	-17	15	-0.044	2
O=C(Cn1cccc1)Nc1ccc(F)cc1F	-3.1	-2	-1.0	-0.2	16	10	-2	0.17	3
COc1ccccc1C1C(C#N)=C(N)Oc2cc(C)n(CCCn3ccnc3)c(=O)c21 (stereo not drawn)	-5.4	-3	-1.2	-1.7	18	-1	2	-0.11	5
O=C(N1CCOCC1)N(CCN1CCOCC1)Cc1cccc(Cl)c1	-2.1	1	0.9	-0.2	-5	-14	14	-0.56	-2

(continued)
SMILES	HTR1A agonist	5-HT1A blocker	5HT1E ag	S1P3 ag	HEK293 NFkB inh	5HT1E antag	S1P1 ag pot	D1 mod	Jurkat tox 60K
O=C(Nc1ccc(Br)cc1Cl)Nn1cnnc1	1.2	-6	-0.1	-1.3	18	7	-1	/	6
[O-][n+]1c2c(nn1-c1ccccc1Cl)-c1nonc1CC2	-2.7	-4	0.2	-0.8	12	-4	-7	0.6	-5
Cc1ccc2c(c1)-c1c(cnn1CC(=O)NC(C)CCc1ccco1)CO2 (stereo not drawn)	-2.7	-2	-0.4	0.5	9	-9	-21	0.83	-7
COc1ccccc1NC(=O)CSc1ncn[nH]1	-3.7	0	-0.6	-0.9	0	6	-13	0.063	4
CCCS(=O)(=O)N1CCC(C(=O)NCCN(CC)c2ccccc2)CC1	-2.0	6	-0.4	-1.5	6	6	-32	-0.67	3
COc1ccc(/C(O)=C2/C(=O)C(=O)N(CCCN(C)C)C2c2cccnc2)cc1 (stereo not drawn)	0.7	-7	0.5	0.1	10	-1	-3	-1.2	-3
Cc1cc(C(=O)Nn2cnnc2)cs1	-3.6	-4	0.4	-1.0	14	8	8	-0.66	5
COc1ccc(S(=O)(=O)Cc2ccc(C(=O)NCc3ccco3)o2)cc1	1.6	12	0.3	-0.6	13	21	10	1.1	11
Cc1onc(-c2c(Cl)cccc2Cl)c1C(=O)NCc1ccccn1	-3.1	1	0.3	0.2	3	5	-12	0.027	-2
COc1cc(NC(=O)c2c(F)c(F)c(F)c(F)c2F)c(OC)cc1Cl	-1.0	22	-0.8	-1.3	-6	11	12	-0.56	6
CCOc1ccc(CN2CCN(C(=O)c3ccccc3)CC2)cc1	-1.5	-10	-1.0	0.0	1	-1	/	-0.77	9
COc1cc2c(C(=O)Nc3ccc4c(c3)OCO4)cn(CC(C)C)c(=O)c2cc1OC	3.0	-7	0.6	/	13	-2	/	/	/
COc1ccccc1NC(=O)C1=C(C)Nc2ncnn2C1c1cccs1 (stereo not drawn)	0.0	-7	0.1	-0.8	16	0	-2	0.27	-6
Cn1c(=O)c2c(nc(SCCCO)n2Cc2ccccc2Cl)n(C)c1=O	-2.1	-5	1.0	0.2	6	9	-9	3.9*	1
C=CCn1c(COc2ccccc2F)nnc1SCC(=O)N1CC(=O)Nc2ccccc21	-2.3	3	0.6	-0.4	20	6	-10	0.27	9
COC(=O)n1c(=O)oc2cc(S(=O)(=O)N3CCOCC3)ccc21	-3.1	-10	-0.5	-0.4	11	-14	24	0.92	-4
CCn1c(SCc2cccnc2)nc2c1c(=O)n(C)c(=O)n2C	-0.8	2	0.4	-0.1	2	8	-10	5*	2
Cc1cccc(N2CCN(C(=O)CCNS(=O)(=O)c3ccc4c(c3)CCC(=O)N4)CC2)c1C	-0.6	3	7.7	-0.9	14	-7	27	-0.98	5

Screening results as filed in PubChem BioAssay.
